# ABHD5-PLIN5 inh = ABHD5-PLIN5 protein interaction inhibition; actives 0.78% (n = 360,000); Q00G26+Q8WTS1; Split G. princeps luciferase complementation, luminescence, 4 h; AID 602281; inhibition, % at 4 µM;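 active means inhibition above the mean inhibition across every tested compound plus 3 SD, cut at about 22% in these data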;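 further: 0% = DMSO only wells and the 100% control is not disclosed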
# ABCB6 inh MLPCN = inhibitors of human ABC transporter ABCB6; K562-ABCB6 porphyrin accumulation, flow cytometry, 1 h; active compounds read low; fluorescence ratio to DMSO, % at 10 µM; actives 0.19% (n = 360,000); AID 602162;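 active means fluorescence ratio to DMSO below 75%, the collection mean minus 3 SD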;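 further: signal is porphyrin accumulated inside mitochondria; 100% equals median channel fluorescence of DMSO control wells; lower ratio means ABCB6 inhibition with less porphyrin fluorescence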
# Target sequence (Q9NP58 whole entry, looked up): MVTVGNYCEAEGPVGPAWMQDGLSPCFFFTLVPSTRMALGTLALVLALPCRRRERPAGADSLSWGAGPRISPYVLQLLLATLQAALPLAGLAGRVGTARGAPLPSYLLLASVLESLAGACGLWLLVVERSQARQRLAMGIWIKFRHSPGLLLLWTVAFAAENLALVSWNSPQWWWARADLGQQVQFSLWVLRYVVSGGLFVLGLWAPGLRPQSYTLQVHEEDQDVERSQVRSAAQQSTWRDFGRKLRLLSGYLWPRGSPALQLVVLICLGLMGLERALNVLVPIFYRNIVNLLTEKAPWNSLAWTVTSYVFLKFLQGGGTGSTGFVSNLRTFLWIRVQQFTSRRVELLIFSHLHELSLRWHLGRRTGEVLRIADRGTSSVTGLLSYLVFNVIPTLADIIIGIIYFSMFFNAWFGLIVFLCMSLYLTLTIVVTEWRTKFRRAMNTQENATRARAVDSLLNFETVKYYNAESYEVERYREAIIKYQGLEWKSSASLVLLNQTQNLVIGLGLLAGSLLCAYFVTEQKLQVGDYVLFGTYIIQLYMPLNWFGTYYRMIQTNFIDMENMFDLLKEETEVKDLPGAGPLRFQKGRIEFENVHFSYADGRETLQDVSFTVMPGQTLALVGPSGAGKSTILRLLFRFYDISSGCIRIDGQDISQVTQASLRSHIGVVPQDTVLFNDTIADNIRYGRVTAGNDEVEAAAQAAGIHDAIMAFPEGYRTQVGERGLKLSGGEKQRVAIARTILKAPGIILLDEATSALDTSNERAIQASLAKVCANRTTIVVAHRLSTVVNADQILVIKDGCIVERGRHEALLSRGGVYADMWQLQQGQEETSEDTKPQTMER
# m5-HT2A agonist = mouse HTR2A agonism via beta-arrestin recruitment; P35363; CHO-K1 mHTR2A beta-arrestin complementation, luminescence; percent of 30 µM serotonin response; activation, % at 7.6 µM; actives 0.66% (n = 360,000); AID 624169;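 active means activation above a run cutoff, the mean activation of all tested compounds plus 3 SD, cut at about 14% in these data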;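 further: 0% = plate median of compound wells and 100% = 30 µM serotonin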
# MC4R antag cAMP = blocks human MC4R cAMP signaling. P32245. MC4R-expressing cells, MTII-stimulated cAMP, LANCE TR-FRET. inhibition, % at 6.5 µM. actives 0.48% (n = 360,000). AID 540295;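 active means inhibition above its plate's cutoff, the mean of tested wells on that plate plus 3 SD, cut at about 29% in these data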;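 further: 0% = Melanotan II alone and 100% = Melanotan II plus saturating MCL0020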
#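 material = U2OS cells stably expressing human melanocortin 4 receptor (MC4R) | also added = Melanotan II challenge | dosing = single nominal compound dose of 6.5 µM | detection = TR-FRET with Eu-cAMP and labeled anti-cAMP, 671 nm | replication = singlicate | timing = compound 30 min, challenge 1 h, detection 1 h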
# aDG glyco act = alpha-DG glycosylation activation; actives 0.22% (n = 360,000); AID 624168; Pro5-aDG cells, alpha-DG glycosylation AlphaScreen (IIH6); 0% Pro5, 100% B10-LARGE cell signal; activation, % at 10 µM;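 active means activation of at least 8% versus controls, or a plate z-score of at least 8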;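 further: Pro5 are CHO cells carrying HIG-tagged alpha-DG that lacks glycosylation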
# N-glyco inh = N-linked glycosylation inhibition. D54 ERlucT glycosylation luciferase reporter, 24 h; percent of 100 nM tunicamycin response. reporter increase, % at 12.5 µM. actives 0.23% (n = 360,000). AID 588692;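 active means mean luciferase reporter signal, scaled so untreated is 0 and the glycosylation-blocking control 100, at or above a set limit in every replicate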;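 further: luciferase carries N-glycosylation sites so blocking glycosylation raises the light; 0% = median of neutral control wells and 100% = median of 100 nM tunicamycin wells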
# Exocytosis inh = blocks lytic granule exocytosis; actives 0.66% (n = 360,000); TALL-104 LAMP-1 surface exposure, flow cytometry; cells stimulated with thapsigargin and PMA; AID 651702; inhibition, % at 10 µM;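 active means inhibition above about 55%, limit read from the data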
# MC4R ag barr = activates human MC4R beta-arrestin recruitment; P32245; activation, % at 8.9 µM; actives 0.98% (n = 360,000); U2OS MC4R beta-arrestin complementation, luminescence; percent of melanotan II response, DMSO zero; AID 540308;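 active means activation above a per-plate cutoff, the mean activation of sample wells on that plate plus 3 SD, cut at about 8% in these data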
# H9c2 protect = modulators protecting cardiomyocytes from myocardial damage; H9c2 cardiomyocytes, H2O2 injury protection, ATPLite, 2 h; protection from H2O2 cell death, % at 20 µM; actives 0.63% (n = 360,000); AID 588492;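 active means compounds giving at least 50% protection of heart cells from peroxide-induced death in the single-dose screen, raw or plate-pattern-corrected value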;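 further: 0% = DMSO wells with peroxide and 100% = DMSO wells without peroxide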
# hiPSC survival = enhancers of human iPSC single-cell survival | hiPSC single-cell survival, ATPlite luminescence; 100% = ROCK inhibitor wells, 0% = DMSO | actives 0.044% (n = 360,000) | AID 602274 | survival enhancement, % at 20 µM; in the data active means survival enhancement above about 18%;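 further: cells exposed to compounds for 16 hours before the ATP read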
# Active calls of the source: *; · = no result given.
entry	structure	ABHD5-PLIN5 inh	ABCB6 inh MLPCN	m5-HT2A agonist	MC4R antag cAMP	aDG glyco act
1	CCn1c(COc2ccccc2)nnc1SCC(=O)CC(=O)Nc1ccccc1OC	-4	100	3	1	-0.1
2	CCc1cccc(C)c1NS(=O)(=O)c1c(C)nc2sccn2c1=O	2	99	-1	0	-0.2
3	COc1ccc(C(=O)NCCCCCC(=O)O)cc1OC	6	95	6	4	0.1
4	COc1ccc(S(=O)(=O)N2CCN(S(=O)(=O)c3ccc4c(c3)OCCO4)CC2)cc1C	-2	104	1	17	0.1
5	Cc1[nH]c2ccccc2c1/C=C/c1nc2ccccc2c(=O)[nH]1	6	97	-2	-8	-0.2
6	CCOc1ccc(NS(=O)(=O)CC23CCC(CC2=O)C3(C)C)cc1 (stereo not drawn)	-5	96	0	8	0.0
7	CCOC(=O)Cn1c(=O)n(Cc2ccc(OC)cc2)c(=O)c2cccnc21	0	98	2	-1	0.1
8	N#Cc1c(-c2cccs2)nc(SCC(=O)c2cccs2)[nH]c1=O	5	93	-1	9	0.5
9	CN(C)C(=O)c1cc2cc([N+](=O)[O-])ccc2s1	-8	101	-5	5	0.0
10	NC(=O)CSc1nnc(-c2ccc([N+](=O)[O-])cc2)o1	-5	99	2	21	0.2
11	Cc1cc(C)c2c(n1)SCC(=O)N2CC(=O)NCCC1=CCCCC1	-3	102	-2	8	-0.2
12	COc1ccccc1CNC(=O)c1ccccc1N(C)S(C)(=O)=O	-1	86	5	5	-0.2
13	Cc1cc(C)c(C(O)c2ncc(-c3cccc4ccccc34)[nH]2)c(C)c1 (stereo not drawn)	2	101	0	5	-0.1
14	COc1ccc(CNC(=O)c2ccc[nH]2)cc1Cl	18	104	-2	5	0.0
15	NC(=O)C(c1ccccc1)c1ncc(C(F)(F)F)cc1Cl (stereo not drawn)	-2	99	3	-1	0.0

entry	N-glyco inh	Exocytosis inh	MC4R ag barr	H9c2 protect	hiPSC survival
1	1	1	-1.4	1	1.9
2	0	-1	-0.8	18	0.5
3	2	3	0.0	7	-3.8
4	-2	2	-1.5	-1	5.7
5	-8	58*	1.8	-4	0.1
6	-3	-2	-3.5	-4	-0.8
7	-2	-1	-0.6	12	-0.7
8	2	-3	1.0	24	-0.2
9	0	-1	1.0	5	-1.7
10	-1	-1	3.2	-2	0.4
11	1	7	-0.2	4	2.3
12	-1	0	-3.0	-4	1.4
13	-1	7	0.0	-7	-1.7
14	2	-3	-2.6	0	0.6
15	-1	2	1.7	2	3.7

# Part of the list above in order of length of the SMILES, lowest first:
entry	structure	ABHD5-PLIN5 inh	ABCB6 inh MLPCN	m5-HT2A agonist	MC4R antag cAMP	aDG glyco act
5	Cc1[nH]c2ccccc2c1/C=C/c1nc2ccccc2c(=O)[nH]1	6	97	-2	-8	-0.2
1	CCn1c(COc2ccccc2)nnc1SCC(=O)CC(=O)Nc1ccccc1OC	-4	100	3	1	-0.1
13	Cc1cc(C)c(C(O)c2ncc(-c3cccc4ccccc34)[nH]2)c(C)c1 (stereo not drawn)	2	101	0	5	-0.1

entry	N-glyco inh	Exocytosis inh	MC4R ag barr	H9c2 protect	hiPSC survival
5	-8	58*	1.8	-4	0.1
1	1	1	-1.4	1	1.9
13	-1	7	0.0	-7	-1.7

# (cont.)
entry	structure	ABHD5-PLIN5 inh	ABCB6 inh MLPCN	m5-HT2A agonist	MC4R antag cAMP	aDG glyco act
16	Cn1c(=O)c2cc(S(=O)(=O)NCCC(=O)Nc3ccc(Cl)cc3)ccc2n(C)c1=O	15	102	10	18	-0.3
17	O=C(COC(=O)c1sc2cc(F)ccc2c1Cl)Nc1ncc(Cl)cc1Cl	-12	82	1	9	-0.3
18	NS(=O)(=O)c1ccc(CNC(=O)c2cc(-c3cccs3)nc3ccccc23)cc1	8	101	-2	10	-0.3
19	C=CCn1c(SCCN2CCCC2)nc2c([nH]c3ccccc32)c1=O	1	110	-3	-25	0.9
20	Cc1ccccc1C(=O)N1CCC(C(=O)Nc2cc(C(F)(F)F)ccc2N2CCCC2)CC1	3	94	-8	5	0.5
21	COc1ccc(NC(=O)CN(C)CC(=O)Nc2ccc(N3CCOCC3)cc2)c([N+](=O)[O-])c1	7	95	4	-3	-0.3
22	Cc1cccc(NC(=O)COC(=O)c2ccccn2)c1	-1	99	2	13	0.0
23	COc1cccc(/C=C/C(=O)OCC(=O)c2c[nH]c3ccccc23)c1	-7	101	6	4	0.0
24	Cc1ccccc1-n1cnc2c(sc3nc(N4CCOCC4)c4c(c32)CCCC4)c1=O	-1	99	-1	11	0.6
25	COc1ccc2nc(N3C(=O)CNC3=S)sc2c1	2	102	3	3	0.3
26	O=C(c1nc(SCc2ccc([N+](=O)[O-])cc2)n2ccccc12)C(F)(F)F	-3	100	-4	16	0.1
27	Cc1ccc(NC(=O)c2nsc(Cl)c2Cl)cc1	-4	79	0	4	-0.2
28	Oc1ccc2cc(Br)ccc2c1CN1CCCC1	1	106	-3	-6	0.6
29	Cc1ccc(C2CC(c3ccccc3)=NN2c2ccc(S(N)(=O)=O)cc2)cc1 (stereo not drawn)	-4	103	-3	21	1.2
30	CN(C)S(=O)(=O)c1ccc(C(=O)N2CCC(c3nc4ccccc4o3)CC2)cc1	-1	94	-2	-1	0.0

entry	N-glyco inh	Exocytosis inh	MC4R ag barr	H9c2 protect	hiPSC survival
16	0	5	2.7	1	-0.4
17	2	-2	0.5	5	0.7
18	0	-1	-1.9	7	-0.3
19	1	0	-0.8	5	-1.7
20	-1	1	-2.2	1	0.3
21	1	-10	0.6	-6	-0.6
22	2	-6	0.2	6	-0.3
23	4	-2	-1.1	-6	-0.2
24	-9	-1	-0.9	-2	-0.3
25	-4	6	-4.0	-14	0.1
26	-1	-2	-1.2	-2	-0.1
27	-6	-10	-3.5	-9	-0.8
28	2	9	-1.0	-8	-2.1
29	-5	1	1.8	-17	-1.6
30	3	0	0.3	-3	-2.2

# The list goes on.
entry	structure	ABHD5-PLIN5 inh	ABCB6 inh MLPCN	m5-HT2A agonist	MC4R antag cAMP	aDG glyco act
31	COc1ccc(/C=N/N(C(C)=O)c2nc(-c3ccc(C)cc3)cs2)cc1	-7	94	-1	1	-0.3
32	Cn1c(SCC(=O)NCC2CCCO2)nnc1-c1cccc(NC(=O)c2ccccc2F)c1 (stereo not drawn)	-2	94	-3	0	-0.2
33	COc1cc(NS(=O)(=O)c2ccc3c(c2)oc(=O)n3C)cc(OC)c1OC	4	96	2	3	-0.1
34	C=CCN(c1ccc(C(=O)NCCSc2ccccc2)cc1)S(C)(=O)=O	2	96	0	0	-0.1
35	S=C(c1cn(Cc2ccc(Br)cc2)c2ccccc12)N1CCOCC1	-1	99	-1	-8	0.2
36	COc1ccc(NC(=O)Cn2nc3n(c2=S)CCC3)cc1	-1	104	2	17	-0.2
37	CCc1cccc(NC(=O)c2cccc(S(=O)(=O)N3CCN(C)CC3)c2)c1	5	84	-3	4	0.1
38	COc1ccc(NC(=O)NCCCN2CCN(c3ccccc3F)CC2)cc1	1	92	10	5	0.1
39	O=C(O)C1CCN(C(=O)c2ccccc2Cl)CC1	2	100	-1	1	0.0
40	CCOc1ccc(CC(=O)Nc2sc(Cc3ccccc3)cc2C(N)=O)cc1OCC	-9	96	0	10	-0.2
41	FC(F)(F)c1ccc(Cl)c(-n2c(-c3ccco3)n[nH]c2=S)c1	5	101	6	3	0.0
42	COCCCN1C(=O)C(=O)/C(=C(/O)c2ccc(OC)cc2)C1c1cccc(OC)c1 (stereo not drawn)	-1	112	1	6	-0.4
43	CCN1CCN(C(=O)Nc2ccc(Cc3ccc(NC(=O)N4CCN(CC)CC4)cc3)cc2)CC1	2	106	-2	2	0.0
44	CCCOc1cccc(-c2cc(-c3n[nH]c(=S)n3CC)c3ccccc3n2)c1	-7	93	1	4	0.3
45	O=C(NC1CCCCC1)c1ccc2c(=O)n(CC3CCCO3)c(=O)[nH]c2c1 (stereo not drawn)	-5	97	2	6	-0.2

entry	N-glyco inh	Exocytosis inh	MC4R ag barr	H9c2 protect	hiPSC survival
31	-2	2	-0.5	-8	-1.8
32	1	-1	-1.0	5	-0.2
33	4	-2	-3.1	-18	-0.4
34	-1	29	2.1	4	-0.3
35	-3	17	-0.4	-4	1.8
36	1	1	0.5	-5	8.6
37	1	7	-0.8	-1	1.1
38	0	4	0.3	-2	-0.5
39	3	0	0.8	6	-1.3
40	-5	-2	4.1	-2	-2.7
41	0	2	-2.5	0	0.0
42	0	-3	-1.2	0	-1.9
43	-4	2	-1.1	-5	3.2
44	4	2	-0.4	-12	0.1
45	2	-2	0.7	14	-1.0

# Reprinted at random: four compounds from above.
entry	structure	ABHD5-PLIN5 inh	ABCB6 inh MLPCN	m5-HT2A agonist	MC4R antag cAMP	aDG glyco act
44	CCCOc1cccc(-c2cc(-c3n[nH]c(=S)n3CC)c3ccccc3n2)c1	-7	93	1	4	0.3
43	CCN1CCN(C(=O)Nc2ccc(Cc3ccc(NC(=O)N4CCN(CC)CC4)cc3)cc2)CC1	2	106	-2	2	0.0
41	FC(F)(F)c1ccc(Cl)c(-n2c(-c3ccco3)n[nH]c2=S)c1	5	101	6	3	0.0
33	COc1cc(NS(=O)(=O)c2ccc3c(c2)oc(=O)n3C)cc(OC)c1OC	4	96	2	3	-0.1

entry	N-glyco inh	Exocytosis inh	MC4R ag barr	H9c2 protect	hiPSC survival
44	4	2	-0.4	-12	0.1
43	-4	2	-1.1	-5	3.2
41	0	2	-2.5	0	0.0
33	4	-2	-3.1	-18	-0.4

# Further compounds.
entry	structure	ABHD5-PLIN5 inh	ABCB6 inh MLPCN	m5-HT2A agonist	MC4R antag cAMP	aDG glyco act
46	Cc1ccc(Cn2cc(SCC(=O)Nc3nccs3)c3ccccc32)cc1	-3	90	2	4	0.2
47	CCCCCNC(=O)C(c1ccc(OC)cc1)n1c(=O)c(-c2ccco2)nc2ccccc21 (stereo not drawn)	71*	·	-7	·	0.0
48	CCN1C(=O)C(=O)N(CC(=O)Nc2ccccc2Oc2ccccc2)C1=O	9	97	-4	-5	0.9
49	O=C(c1cccc(F)c1)N1CCN(C(=O)c2cc3nc(-c4ccco4)cc(C(F)(F)F)n3n2)CC1	1	88	0	-2	0.1
50	COc1ccc(C2/C(=C(/O)c3ccccc3)C(=O)C(=O)N2CCCN2CCOCC2)cc1 (stereo not drawn)	5	103	1	-9	0.0
51	c1ccc(CCc2nc(-c3ccccn3)no2)cc1	6	93	-5	8	0.0
52	Cc1ccc(F)c(S(=O)(=O)NC(=O)C2(C)CCN2C(=O)Cc2ccccc2Cl)c1 (stereo not drawn)	-6	94	-1	9	-0.2
53	Cc1cccc(NC(=O)c2ccc3nccnc3c2)c1C	-1	99	3	3	0.2
54	COC(=O)CCC(=O)Nc1ccccc1C(N)=O	-10	97	-2	-2	-0.1

entry	N-glyco inh	Exocytosis inh	MC4R ag barr	H9c2 protect	hiPSC survival
46	-3	-6	0.2	-8	-2.5
47	·	0	·	·	·
48	-1	6	0.8	-2	-0.5
49	-2	6	-0.1	8	-0.4
50	4	4	-1.9	0	-0.6
51	-6	2	0.3	-6	1.2
52	1	-1	0.0	2	0.5
53	-5	-9	-1.5	-4	6.3
54	1	19	-2.9	1	2.6
